M. tuberculosis: growth inhibition of non-replicating M. tuberculosis (AID 488890) | Mycobacterium tuberculosis non-replicating, growth inhibition; higher % means a stronger effect | inhibition, % at 25 µM, or IC50 in µM where a hit was titrated | 320,000 compounds, 0.39% hits; in the data active means a potency from the dose series; inconclusive means inhibition mostly from about 82% at the one dose, without a potency; inactive means the rest, 99 in 100 with inhibition below about 76%;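 further: plate controls were DMSO cells for no effect and high antibiotic wells for full effect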
PhoP GFP inhibition: PhoP regulon inhibitors, Salmonella typhi PhoP promoter GFP reporter, confirmatory (AID 1850); Salmonella Typhi PhoP-promoter GFP reporter, fluorescence, 4 h; higher % means a stronger effect; one-dose inhibition, % at 50 µM; IC50 in µM for titrated hits; 310,000 compounds, 0.33% hits; in the data active means a potency from the dose series; inconclusive means inhibition mostly from about 25% at the one dose, without a potency; inactive means the rest, 99 in 100 with inhibition below about 19%;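 further: 0% = induced wells with vehicle and 100% = uninduced wells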
VEEV TC-83 Vero: inhibitors of VEEV TC-83 cytopathic effect, confirmation, Vero cells (AID 588727) | Vero cells, VEEV TC-83 cytopathic effect inhibition; higher % means a stronger effect | inhibition, % at 20 µM; hits with a dose series show IC50 in µM | 350,000 compounds, 0.13% hits; in the data active means a potency from the dose series; inconclusive means inhibition mostly from about 14% at the one dose, without a potency; inactive means the rest, 99 in 100 with inhibition below about 12%; further: strong numbers were not always called active
M. tuberculosis HTS: M. tuberculosis growth inhibition, HTS (AID 449762); M. tuberculosis H37Rv growth inhibition, 7H9 media; higher % means a stronger effect; 330,000 compounds, 0.59% hits; inhibition, % at 25 µM; hits with a dose series show IC50 in µM; in the data active means a potency from the dose series; inconclusive means inhibition above about 70% without an active follow-up result;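 further: bacterial growth assessed after seven days of incubation; strong numbers were not always called active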
influenza NS1A: H1N1 influenza NS1A inhibitors, functional cell based assay (AID 504329). NS1A functional cell-based assay, percent inhibition; higher % means a stronger effect. inhibition, % at 12.5 µM; hits with a dose series show IC50 in µM. 340,000 compounds, 0.3% hits; in the data active means a potency from the dose series; inconclusive means inhibition above about 27% without an active follow-up result; further: strong numbers were not always called active
VEEV TC-83 Vero 10K pilot screen: also measured in VEEV TC-83 Vero; calls as there; inhibition, %; measured here: 10K pilot screen inhibition
* = called active by the depositor; i = inactive; ? = inconclusive; / = not tested or not shown; & = joins results of further samples.

SMILES	M. tuberculosis	PhoP GFP inhibition	VEEV TC-83 Vero	M. tuberculosis HTS	influenza NS1A	others
CN(Cc1ccccc1)C(=O)COC(=O)/C=C/c1ccc2c(c1)OCO2	44.5%	/	0.8%	11.3%	8.6%
Cc1ccc(-c2nc3c(cnn3-c3ccccc3)c(=O)o2)cc1	?	-4.9%	i	?	-2.5%
O=C/C(=C\Nc1ccccn1)c1nc2cc(Cl)ccc2o1	72.8%	-4.0%	1.8%	5.0%	20.3%	VEEV TC-83 Vero 10K pilot screen=1.6
CCOc1ccc(S(=O)(=O)Nc2ccc(C(=O)N/N=C(\C)c3ccc(-n4ccnc4)cc3)cc2)cc1	2.4%	-3.8%	9.4%	-0.9%	-5.3%
C[C@H](CO)N1C[C@H](C)[C@@H](CN(C)C(=O)Nc2ccc(C(F)(F)F)cc2)Oc2c(NC(=O)Nc3ccc(C(F)(F)F)cc3)cccc2C1=O	25.4%	/	i	?	4.1%	VEEV TC-83 Vero 10K pilot screen=0.0
Cc1cccc(N2CCN(C(=O)c3ccc4c(c3)NC(=O)C(CSCc3ccc(F)cc3)N4)CC2C)c1 (stereo unspecified)	74.6%	-0.3%	/	53.5%	/
O=C(O)/C(=C\c1ccco1)NC(=O)c1ccco1	-0.6%	-8.9%	i	-1.1%	-0.8%
Cn1c(/C(C#N)=C2/CCCCCN2)nc2ccccc21	10.6%	5.5%	5.5%	1.0%	-16.8%
COC(=O)C1=C(c2c(C)noc2C)C[C@@H]2CC[C@H]1N2C(=O)NCc1ccc(C(F)(F)F)cc1	34.5%	/	0.3%	-2.8%	1.3%
CCN1CCN(C(=O)C2CCN(S(=O)(=O)c3ccc4c(c3)NC(=O)C(C)S4)CC2)CC1 (stereo unspecified)	22.0%	-17.3%	0.5%	4.2%	12.2%
Cc1c(Cl)cnc(NC(=O)COC(=O)c2cccc(S(=O)(=O)N3CCc4ccccc4C3)c2)c1Cl	-20.6%	-2.3%	3.1%	2.0%	-7.1%
Cn1c(NCCCN2CCOCC2)nc2c1c(=O)n(Cc1ccc(Cl)cc1Cl)c(=O)n2C	18.4%	-5.3%	i	-15.9%	6.4%
Cc1cc([N+](=O)[O-])nn1CCC(=O)Nc1nccs1	0.8%	-0.5%	0.2%	-1.0%	-4.1%
CCOC(=O)C1(S(=O)(=O)c2ccc(Cl)cc2)CCN(Cc2ccccc2)CC1	18.7%	-8.7%	i	-24.4%	2.3%
COc1ccc([C@@H]2CC(=O)c3c(O)cc(O[C@@H]4O[C@H](CO[C@@H]5O[C@@H](C)[C@H](O)[C@@H](O)[C@H]5O)[C@@H](O)[C@H](O)[C@H]4O)cc3O2)cc1O	-7.9%	10.7%	i	0.9%	2.7%
CCCCn1c(-c2csc3ccccc23)n[nH]c1=S	2.9%	3.6%	2.0%	2.3%	10.2%
Cc1sc2ncnc(N3CCC(C(=O)Nc4nnc(CC(C)C)s4)CC3)c2c1C	34.5%	6.2%	9.3%	1.7%	-2.5%
O=C(Nc1nnc(COc2ccccc2F)s1)Nc1ccccc1F	-21.5%	-5.4%	0.3%	5.8%	7.5%
Cc1noc(C)c1C(=O)NCc1ccco1	5.3%	0.6%	0.2%	1.8%	-2.4%
O=C(COC(=O)C1CC(=O)N(Cc2ccccc2)C1)Nc1cccc([N+](=O)[O-])c1 (stereo unspecified)	-9.8%	/	2.7%	0.1%	-13.6%

Compounds above that have a thiophene ring, fused or not:
SMILES	M. tuberculosis	PhoP GFP inhibition	VEEV TC-83 Vero	M. tuberculosis HTS	influenza NS1A	others
CCCCn1c(-c2csc3ccccc23)n[nH]c1=S	2.9%	3.6%	2.0%	2.3%	10.2%
Cc1sc2ncnc(N3CCC(C(=O)Nc4nnc(CC(C)C)s4)CC3)c2c1C	34.5%	6.2%	9.3%	1.7%	-2.5%

Continuation:
SMILES	M. tuberculosis	PhoP GFP inhibition	VEEV TC-83 Vero	M. tuberculosis HTS	influenza NS1A	others
COc1ccc(CCNC(=O)c2cccc3ccccc23)cc1OC	19.5%	-0.3%	0.4%	7.3%	-24.3%
Oc1cccc2c(NC(=S)Nc3ccc(SC(F)F)cc3)cccc12	?	-5.2%	i	?	8.1%
Cc1cc(C)nc(SCc2ccc(C(=O)N/N=C/c3ccc(C(=O)O)cc3)cc2)n1	21.5%	-11.1%	0.8%	17.1%	-10.4%
S=P(N1CCOCC1)(N1CC1)N1CC1	/	/	2.9%	/	-3.3%
COc1ccccc1/C=C/C=N/NC(=O)c1ccncc1	1.08µM*	16.2%	0.1%	?	-2.4%
COCCCNC(=O)c1ccc2c(=O)n(Cc3ccccc3OC)c(=S)[nH]c2c1	10.8%	-1.2%	i	-1.0%	-12.2%
CC(=O)N(c1ccccc1)c1nc(/C=C/C(=O)O)cs1	-6.0%	-10.1%	0.7%	-0.8%	3.8%
CCc1c(C)nc(N)n2c(SCC(=O)Nc3ccccc3OC)nnc12	-4.1%	-8.4%	1.7%	-2.4%	6.3%
CC(=O)N1CCN(S(=O)(=O)c2cccc(C(=O)NNC(=O)c3ccc(Br)cc3)c2)CC1	/	/	1.4%	/	-12.7%
O=C(c1cc(O)c(O)c([N+](=O)[O-])c1)c1ccccc1F	5.9%	-8.8%	1.8%	2.9%	1.2%
Cn1cccc1C(=O)OCc1cc(Cl)cc2c1OCOC2	13.1%	-1.4%	2.8%	-2.0%	3.7%
CCOc1ncccc1C(=O)N1CCN(S(=O)(=O)c2ccc3ccccc3c2)CC1	11.8%	15.1%	3.0%	-3.4%	-19.2%
C=CCN1CC(C)/C(=N\O)CC1C (stereo unspecified)	-1.4%	-0.4%	i	4.0%	-2.6%
O=C(Nc1nnc(-c2ccccc2)s1)c1ccccc1O	47.4%	-2.9%	8.0%	-2.6%	17.9%
CC(=O)Nc1ccc(NC(=O)c2ccc(COc3ccccc3Br)o2)cc1	-6.1%	9.1%	2.2%	-8.0%	-4.8%
COc1ccc(/C(O)=C2/C(=O)C(=O)N(CC3CCCO3)C2c2ccc(O)c(OC)c2)cc1 (stereo unspecified)	-14.5%	2.1%	0.4%	-1.3%	2.0%
CCOC(=O)c1c(-c2ccc(C)s2)csc1NC(=O)c1cccs1	-3.1%	-4.0%	i	2.1%	-2.8%
CC1=C[C@@H](C)[C@@H](c2ccc(C(F)(F)F)cc2)OC1=O	-5.1%	-4.0%	0.2%	-2.0%	-3.2%
Cc1ccc(N(CC(=O)NCc2ccco2)C(=O)CNS(=O)(=O)c2ccc(F)cc2)c(C)c1	-3.0%	-10.2%	0.2%	7.5%	1.6%
CCN(CC)S(=O)(=O)c1ccc(C(=O)NC(C)(C)C)cc1	-17.8%	-2.6%	i	-4.8%	-2.4%
Cc1ccc(C)c(NC(=O)c2sc(Cl)nc2-c2ccccc2)c1	15.5%	-2.0%	1.4%	10.5%	-19.8%
CN1/C(=C/C=C(C#N)C#N)C(C)(C)c2ccccc21	-2.6%	-40.0%	i	4.7%	1.7%
O=S(=O)(Cc1cc(-c2ccc(Cl)cc2)no1)c1ccccc1	20.4%	5.0%	2.7%	-5.3%	2.7%
CC(C)(C)NC(=O)Nc1ccccc1C(N)=O	-7.3%	11.9%	0.3%	-7.0%	5.3%
Cc1nccn1CC1CCc2c(c3ccccc3n2C)C1=O (stereo unspecified)	-4.2%&-8.6%	4.6%&-1.4%	0.1%&1.6%	4.5%&-4.7%	-0.6%&-4.7%
COc1ccc(-n2c(NNC(C)=O)nc3sc4c(c3c2=O)CCCC4)cc1	-3.3%	-5.3%	i	4.1%	2.0%
Cc1cc(C)c[n+](CC(=O)c2ccccc2)c1	5.6%	-0.2%	0.2%	4.4%	-0.7%
N#Cc1cc(Sc2ccccn2)c([N+](=O)[O-])cc1C#N	1.0%	1.6%	0.6%	-2.1%	11.0%
COc1ccc(CC(=O)OCC(=O)N2N=C(c3ccccc3)CC2c2ccc(OC)cc2)cc1 (stereo unspecified)	12.0%	-8.1%	8.0%	-21.8%	-4.2%
C=CCn1c(SCC(=O)O)nc2sc(CC)cc2c1=O	-1.1%	3.7%	0.4%	-5.1%	4.9%
O=c1[nH]c2cccnc2n(CCNc2ncc(C(F)(F)F)cc2Cl)c1=O	0.9%	7.7%	4.4%	1.7%	-10.2%
CC(C)C(=O)Nc1cccc(C(=O)Nc2ccc3c(c2)OCO3)c1	1.2%	-5.5%	6.7%	9.5%	3.6%
CSc1nc(N2CCN(C)CC2)c2c(c1C#N)CC(C)(C)OC2	16.5%	17.8%	9.6%	-4.6%	-0.2%
CN(C)CCOC(=O)c1cn(Cc2ccccc2)c2ccccc12	29.4%	5.5%	5.0%	5.4%	-4.6%
CC(=O)Nc1ccc(NC(=O)Cc2ccc(S(=O)(=O)N3CCCCC3)s2)cc1	18.0%	10.0%	0.3%	-6.3%	8.7%
CCOC(=O)Cn1nc(C)c(NC(=O)c2cccc([N+](=O)[O-])c2)c1C	0.7%	-1.0%	1.3%	2.5%	5.1%
O=[N+]([O-])c1cccc(/C=N/Nc2nc(N3CCCCC3)nc(N3CCCCC3)n2)c1	8.3%	-4.4%	1.1%	-0.4%	-1.0%
CCOCCCNc1nc2c(c(=O)n(C)c(=O)n2C)n1CCCc1ccccc1	9.8%	2.5%	6.4%	-2.9%	8.8%
O=C(c1ccccc1)N(NC(=O)C(O)(c1ccccc1)c1ccccc1)c1cccc(F)c1	-6.8%	0.0%	0.7%	-8.1%	-6.5%
CCOc1cc(S(=O)(=O)NCCCN2CCOCC2)c(C)cc1C	9.6%	-4.2%	1.1%	4.5%	-2.4%
COc1ccc(CCn2c(NN=C3CCCC3)nc3c2c(=O)[nH]c(=O)n3C)cc1	-1.9%	-8.3%	1.7%	-0.3%	4.1%
O=C(c1ccc(O)cc1)c1ccc(C(=O)O)c(C(=O)O)c1	-7.5%	-0.8%	0.3%	-12.0%	1.1%
CC(C)(C)n1cnc2cc(NC(=O)c3cccs3)ccc21	18.7%	-12.2%	1.8%	28.5%	-6.4%
O=C(c1ccc2c(c1)OCO2)N(c1ccc(Br)cc1)C1C=CS(=O)(=O)C1 (stereo unspecified)	-15.1%	-8.1%	1.1%	-2.1%	-3.5%
CC(C)N(C)S(=O)(=O)c1ccc(NC(=O)C2=COCCO2)cc1	-2.1%	/	8.6%	-7.5%	7.8%
NS(=O)(=O)c1ccc(-n2ncc3c(=O)[nH]c(SCC(=O)Nc4nccs4)nc32)cc1	-5.8%	8.2%	0.4%	-4.5%	7.1%	VEEV TC-83 Vero 10K pilot screen=1.2
CC(=O)c1ccccc1NC(=O)CSc1n[nH]c(=O)n1C1CC1	3.3%	/	1.7%	-1.5%	0.8%
CN(C)CCn1c(=O)n(Cc2ccco2)c(=O)c2c3c(sc21)CCCCC3	17.5%	16.2%	i	4.1%	5.4%
NNC(=O)c1sc2cc(C(F)(F)F)cnc2c1-c1cccs1	-3.4%	12.2%	7.8%	2.0%	/
c1cncc(CSc2ccc(-c3cccs3)nn2)c1	17.1%	25.7%	i	-2.5%	-5.1%
O=C(c1ccccc1F)N1CCOCC1	-3.4%	0.6%	0.2%	-0.4%	-7.8%
O=c1c2ccccc2nnn1CSc1nnc(-c2cccnc2)n1-c1ccccc1F	-0.9%	-6.9%	8.0%	2.0%	-0.2%
CC(C)(C)c1ccc(C2/C(=C(\O)c3ccc4c(c3)OCCO4)C(=O)C(=O)N2CCCN2CCOCC2)cc1 (stereo unspecified)	1.0%	5.2%	i	-2.7%	-14.1%
Cc1ccc(S(=O)(=O)N2CCOCC2)cc1NC(=O)COc1cccc(Oc2ccccc2)c1	6.9%	0.8%	5.2%	-4.5%	-3.4%
CCN1CCN(C2=C(Cl)C(=O)N(Cc3ccccc3)C2=O)CC1	-4.6%	-21.5%	i	-2.3%	-12.3%
Cc1ccccc1C(=O)NC(=S)Nc1ncccn1	2.4%	-1.4%	1.3%	8.2%	-0.8%
COc1ccc(C(=O)N2CCN(C3CCC(c4ccccc4)CC3)CC2)cc1OC (stereo unspecified)	25.4%	-1.3%	i	-3.9%	0.2%
CSc1ccc(/C=C(\C#N)C(=O)NC2CCCCC2C)cc1 (stereo unspecified)	?	-10.6%	5.5%	10.2%	-6.1%

Ordered by molar mass (low to high): 4 of the compounds above.
SMILES	M. tuberculosis	PhoP GFP inhibition	VEEV TC-83 Vero	M. tuberculosis HTS	influenza NS1A	others
CC(C)(C)n1cnc2cc(NC(=O)c3cccs3)ccc21	18.7%	-12.2%	1.8%	28.5%	-6.4%
CCN1CCN(C2=C(Cl)C(=O)N(Cc3ccccc3)C2=O)CC1	-4.6%	-21.5%	i	-2.3%	-12.3%
CN(C)CCn1c(=O)n(Cc2ccco2)c(=O)c2c3c(sc21)CCCCC3	17.5%	16.2%	i	4.1%	5.4%
CC(C)(C)c1ccc(C2/C(=C(\O)c3ccc4c(c3)OCCO4)C(=O)C(=O)N2CCCN2CCOCC2)cc1 (stereo unspecified)	1.0%	5.2%	i	-2.7%	-14.1%
